# FBPA coupling cs – coupling enzyme interference in Giardia aldolase counter-screen; AID 2472; coupling enzyme system counterscreen, AmpLite Red fluorescence; activity change, negative = inhibition, % at 58.2 µM, hits read low; 290,000 tested, 0.67% active; in the data active = activity change below about -30%
#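 Counterscreen of the coupled detection system alone, without aldolase: glyceraldehyde-3-phosphate coupling enzymes plus AmpLite Red readout. Compounds at 57.5 uM final, 10 min RT preincubation, 20 min RT reaction, fluorescence 525/598 nm.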
# Eya2 inh – blocks the phosphatase activity of human Eya2. O00167. recombinant Eya2, OMFP fluorescence dephosphorylation (OMFP is methylfluorescein phosphate). Potency, µM (highest dose often 76.9 µM), for inactives: at the highest dose activity, negative = inhibition, hits mostly inhibitors. 330,000 tested, 0.006% active; note: potency is the fitted concentration of half-maximal effect
# Target sequence (O00167 whole entry, looked up): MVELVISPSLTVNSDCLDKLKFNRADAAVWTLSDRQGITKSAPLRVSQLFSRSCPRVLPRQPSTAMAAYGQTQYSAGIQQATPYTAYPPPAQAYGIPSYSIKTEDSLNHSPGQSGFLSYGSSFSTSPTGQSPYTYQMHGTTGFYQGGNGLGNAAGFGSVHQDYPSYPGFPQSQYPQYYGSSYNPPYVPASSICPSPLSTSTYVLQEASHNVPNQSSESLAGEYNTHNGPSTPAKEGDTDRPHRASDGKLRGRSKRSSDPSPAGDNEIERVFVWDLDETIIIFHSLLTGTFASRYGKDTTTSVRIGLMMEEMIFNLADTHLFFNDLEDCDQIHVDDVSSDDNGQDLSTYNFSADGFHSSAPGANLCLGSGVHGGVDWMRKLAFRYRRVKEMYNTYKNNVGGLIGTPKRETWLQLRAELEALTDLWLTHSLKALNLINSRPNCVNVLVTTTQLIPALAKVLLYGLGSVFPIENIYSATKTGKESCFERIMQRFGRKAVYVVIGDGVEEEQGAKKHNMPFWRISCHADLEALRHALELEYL
#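 Eya2 (0.2 uM) preincubated 10 min at ambient with compound, then OMFP substrate added at 50 uM; 10 min reaction in 50 mM HEPES pH 7.5, 50 mM NaCl, 5 uM MgCl2, 0.05% BSA, 1 mM DTT. Fluorescence read at Ex 485/Em 525 nm.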
# USP2a inh – inhibitors of human ubiquitin-specific protease USP2a. O75604. USP2 core, Ub-CHOP2 coupled fluorogenic reporter, 485/531. Potency, µM (top dose mostly 38.3 µM), for the others: top-dose activity change, negative = inhibition, usual class: inhibitors. 330,000 tested, 0.01% active. AID 463254;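 note: potency is the fitted concentration of half-maximal effect; plate controls were DMSO wells for no effect and full inhibition by NEM control for full effect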
#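 USP2 core (10nM final) preincubated 30min RT with compound in 20mM Tris-HCl pH 8.0, 2mM CaCl2, 2mM beta-mercaptoethanol, 0.05% CHAPS; 25nM Ub-CHOP2 plus 25nM reporter substrate added, fluorescence (Ex485/Em531) read after 60min.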
# PKM2 act – increases activity of human pyruvate kinase M2; P14618; purified PKM2, Kinase-Glo ATP luminescence, activation; response scale: 0% is enzyme alone, no compound; Potency, µM (doses to about 57.5 µM), inactives show at the highest dose activation, hits mostly activators; 260,000 tested, 0.34% active; AID 1631; note: potency is the fitted concentration of half-maximal effect; nearly all actives have a fitted effect of over 55% in size
#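 ATP formation by purified human PK-M2, quantified via coupled luciferase luminescence after 1 h at room temperature with 0.1 mM ADP and 0.5 mM PEP final.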
# uPA surface inh – inhibitors of cell surface uPA generation | Potency, µM (highest dose often 38.3 µM), for inactives: at the top dose activity change, negative = inhibition, usual class: inhibitors | 330,000 tested, 0.31% active | cell surface uPA generation assay, qHTS | AID 540303; active = well fitted inhibition curve with a large enough effect; inconclusive = small, poorly fitted or top-dose-only effect; inactive = no such curve, though single readings can be large or run the other way; tested in mouse RAW 264.7 cells; note: potency is the fitted concentration of half-maximal effect; nearly all actives have a fitted effect of over 55% in size
# Giardia kill – kills Giardia lamblia. Giardia lamblia trophozoite viability. activity change, % at 7.66 µM, hits read low. 340,000 tested, 0.15% active; in the data active = activity change below about -80%; inconclusive = between about -30% and that limit;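 note: parasites exposed to compound for two days anaerobically before the ATP read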
#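 Viability, read as ATP luminescence: trophozoites at 100 cells/well, compound added, 48 hrs anaerobic at 37 deg C, then 15-30 min room-temperature development before reading.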
# KCNH2 WT inh – blocks the wildtype human KCNH2 potassium channel. U2OS, BacMam KCNH2, thallium flux FluxOr; stronger effect = lower value. activity change, % at 1.84 µM. 340,000 tested, 0.37% active. AID 720551;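 active = maximum activity change below -70%; inconclusive = maximum activity change between -70% and -50%; inactive = maximum activity change above -50%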
#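 U2OS cells transduced with wild-type KCNH2 virus are loaded with FluxOr dye for 45 min, and thallium flux is measured in kinetic reads before and after stimulation buffer. Rate constants are normalized to DMSO controls.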
# KCNH2 3.1 inh – KCNH2 3.1 (human) potassium channel inhibition; 340,000 tested, 0.95% active; activity change, % (tested at about 1.8 µM); U2OS KCNH2 3.1, thallium flux FluxOr; stronger effect = lower value; AID 720553;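 active = maximum activity change below -70%; inconclusive = maximum activity change from -70% to -50%; inactive = maximum activity change above -50%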;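 note: thallium influx rate constant from kinetic fluorescence after stimulation buffer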
#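 We transduce U2OS cells with the mutant 3.1 virus, culture them overnight, load FluxOr with Red40 quencher for 45 min, then add stimulation buffer and read kinetically for 2 min to derive a normalized rate constant.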
# B2AR arrestin – recruits beta-arrestin to the human beta2-adrenergic receptor; P07550; beta-arrestin recruitment to beta2AR, cell-based reporter; Potency, µM (series often up to 46.1 µM), for inactives: top-dose activation, actives largely listed as activators; 330,000 tested, 0.02% active; AID 492947;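 note: potency is the fitted concentration of half-maximal effect; 0% = DMSO controls and full agonism = EC100 isoproterenol or metaproterenol; nearly all actives have a fitted effect of over 65% in size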
# GALK inh – blocks human galactokinase activity; P51570; Purified GALK, Kinase-Glo residual ATP luminescence; Potency, µM (doses to about 57.5 µM), without a hit: top-dose activity change, negative = inhibition, hits mostly inhibitors; 270,000 tested, 0.007% active; note: potency is the fitted concentration of half-maximal effect
# Target sequence (P51570 whole entry, looked up): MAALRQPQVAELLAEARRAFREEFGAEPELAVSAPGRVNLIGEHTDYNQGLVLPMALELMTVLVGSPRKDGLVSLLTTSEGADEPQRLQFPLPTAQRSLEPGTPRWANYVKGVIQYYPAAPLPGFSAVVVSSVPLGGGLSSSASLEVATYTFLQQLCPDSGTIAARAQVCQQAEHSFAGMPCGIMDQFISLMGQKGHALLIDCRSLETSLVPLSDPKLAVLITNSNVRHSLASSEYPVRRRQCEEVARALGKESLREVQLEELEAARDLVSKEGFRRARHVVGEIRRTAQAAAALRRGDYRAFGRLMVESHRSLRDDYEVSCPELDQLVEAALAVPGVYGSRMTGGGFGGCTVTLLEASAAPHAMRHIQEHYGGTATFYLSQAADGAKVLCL
#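 ATP-depletion format; final 35 uM ATP, 100 uM D-galactose, 5 nM enzyme; pH 8.0 HEPES/Mg2+ buffer; 60 min RT; luminescence read 10 min after detection reagent.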
# Chronic BCR inh – blocks chronic active B-cell receptor signaling; 340,000 tested, 0.05% active; ABC-DLBCL IkBa-CBG/CBR reporter, luminescence ratio, 4 h; Potency, µM (doses to about 46.1 µM), without a hit: top-dose ratio change, negative = lower green/red ratio, actives largely listed as inhibitors; active = well fitted inhibition curve with a large enough effect in the signal ratio, with a control signal flat, not every such curve was filed as active; inconclusive = small, poorly fitted or top-dose-only effect, or effect the other way, or a change in a side signal; the % refers to the signal ratio;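 note: potency is the fitted concentration of half-maximal effect; plate controls were basal doxycycline-induced cells for no effect and cells given 10 µM MG132 for full effect; MG132 reads +100%, hits lower the ratio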
#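 Concentration-response series (up to 46 uM) were applied to TMD8 dual-reporter cells for 4 h at 37C with doxycycline. Green/red ratio, after filter-overlap correction, defined %Activity; red signal alone was normalised to basal cells and zero luminescence.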
# Starred values were filed as active, the others as inactive; ? = inconclusive; . = no result given. Unless noted, calls come from the whole dose curve; as a rule, active = well fitted curve in the direction sought with a large enough effect; inconclusive = small, poorly fitted or top-dose-only effect, or another doubt; inactive = no such curve, though single readings can be large; an effect the other way counts as inactive or inconclusive. Unless noted, % is set by controls: 0 for no effect and ±100 for the full control effect.
SMILES	FBPA coupling cs	Eya2 inh	USP2a inh	PKM2 act	uPA surface inh	Giardia kill	KCNH2 WT inh	KCNH2 3.1 inh	B2AR arrestin	GALK inh	Chronic BCR inh
CNS(=O)(=O)c1cc(S(=O)(=O)NC)c2cccc3c2c1NC3=O	-1	6%	0%	11%	-25%	2	-14	-5	3.8%	-1%	?
COc1ccc(C(=O)NCCC(=O)N2CCC3(CC2)NCCc2[nH]cnc23)cc1	.	-11%	2%	.	-8%	0	-19	12	0.0%	-4%	0%
COc1ccc(-c2nc3cc(C)ccn3c2NC(=O)c2c(F)cccc2Cl)cc1	3	5%	-1%	.	8%	-12	5	4	-0.6%	-2%	1%
NC(=O)C1CCN(CC(=O)NC(=O)NC2CCCC2)CC1	3	19%	2%	-4%	4%	-16	-9	0	0.1%	9%	7%
O=c1cc(-c2ccccc2)nc(N2CCN(Cc3ccc4c(c3)OCO4)CC2)[nH]1	2	-6%	-2%	-1%	22%	-6	5	7	0.0%	0%	7%
Cc1ccccc1NS(=O)(=O)c1ccc(OCC(=O)NCc2ccccn2)cc1	0	7%	1%	11%	2%	-15	-1	-13	-0.4%	3%	0%
COc1ccc(Cl)cc1NS(=O)(=O)c1c(C)nc2sccn2c1=O	0	-8%	3%	-2%	-5%	7	-2	-1	0.0%	.	?
O=C(NCc1ccncc1)c1nc(-c2ccc(C(F)(F)F)cc2)no1	0	-12%	11%	-2%	-3%	-6	-6	12	0.1%	0%	0%
O=C(CNC(=O)c1ccco1)Nc1ccc(S(=O)(=O)N2CCCC2)cc1	1	10%	?	-2%	2%	15	0	-5	0.0%	1%	-15%
CCOc1cccc2sc(N(CCN(CC)CC)C(=O)c3cccc(N4C(=O)CCC4=O)c3)nc12	.	-13%	0%	.	?	19	4	-2	0.2%	.	?
O=C(CCCN1C(=O)c2ccccc2C1=O)Nc1cccc(S(=O)(=O)NC2=NCCC2)c1	0	?	0%	0%	.	0	-1	-5	-0.1%	15%	4%
COc1cc(/C=N\NC(=O)C2COc3ccccc3O2)cc(OC)c1O (configuration not stated)	4	2%	2%	0%	1%	-12	-9	2	0.0%	0%	8%
CC(=O)c1ccc(NC(=O)CSc2nc3[nH]ncc3c(=O)[nH]2)cc1	.	2%	-2%	.	-8%	7	5	-4	0.0%	.	4%
CCN(CC)CCCNC(=O)c1cn(CC)c2ccc(S(=O)(=O)N3CCc4ccccc4C3)cc2c1=O	1	9%	0%	-10%	-9%	24	-6	1	0.0%	1%	-15%
CC(=O)Nc1ccc(Oc2cncc(Cl)c2)nc1	2	7%	1%	3%	-1%	-9	7	-23	-0.7%	1%	?
CN(C)C(CNC(=O)CCc1nc2cc(Cl)ccc2n(Cc2ccccc2)c1=O)c1ccccc1 (configuration not stated)	.	7%	3%	.	-3%	6	-5	?	0.2%	.	?
CSCCC(NC(=O)c1ccccc1Br)C(=O)Nc1ccc(C)cc1 (configuration not stated)	0	-22%	-2%	?	0%	5	-1	-9	-0.5%	2%	1%
CCOC(=O)CSc1nc(=O)n2ccc(C)cc2n1	-1	2%	7%	4%	7%	-5	0	19	0.1%	1%	?
Cc1ccccc1NC(=O)C1CCN(c2cnccn2)CC1	1	2%	2%	-7%	3%	-17	-6	0	-0.5%	-1%	1%
CCCc1nc2c(c(=O)c3ccccc3n2C)c(=O)n1-c1ccc(F)cc1	-3	5%	1%	-6%	1%	7	0	-8	0.6%	2%	0%
O=C1C(=O)N(CCO)C(c2ccccc2)/C1=C(\O)c1ccccc1 (configuration not stated)	-4	6%	1%	-2%	-6%	-8	12	11	0.4%	1%	7%
Cc1c(CCC(=O)O)c(=O)oc2cc(OCc3cccc(F)c3)ccc12	7	9%	-2%	.	2%	-2	7	2	0.0%	0%	2%
O=C(CN1C(=O)S/C(=C\c2ccccc2)C1=O)NCCCn1ccnc1	.	4%	-3%	.	-4%	11	0	22	-0.1%	3%	?
Cc1ccc2c(c1)[C@H]1[C@H](CO2)[C@H](c2ccccc2)[C@]2(C)C(=O)Nc3ccc(Cl)cc3C(=O)N12	.	24%	-1%	.	?	-8	-8	-8	5.7%	.	?
C/C(=N\Nc1nc2ccccc2nc1C)c1ccccc1O	1	10%	11%	3%	-4%	22	16	8	-0.7%	-3%	0%

# A different layout for some results above:
> CCN(CC)CCCNC(=O)c1cn(CC)c2ccc(S(=O)(=O)N3CCc4ccccc4C3)cc2c1=O
  FBPA coupling cs = 1; Eya2 inh = 9%; USP2a inh = 0%; PKM2 act = -10%; uPA surface inh = -9%; Giardia kill = 24; KCNH2 WT inh = -6; KCNH2 3.1 inh = 1; B2AR arrestin = 0.0%; GALK inh = 1%; Chronic BCR inh = -15%

> CC(=O)Nc1ccc(Oc2cncc(Cl)c2)nc1
  FBPA coupling cs = 2; Eya2 inh = 7%; USP2a inh = 1%; PKM2 act = 3%; uPA surface inh = -1%; Giardia kill = -9; KCNH2 WT inh = 7; KCNH2 3.1 inh = -23; B2AR arrestin = -0.7%; GALK inh = 1%; Chronic BCR inh = ?

> CN(C)C(CNC(=O)CCc1nc2cc(Cl)ccc2n(Cc2ccccc2)c1=O)c1ccccc1 (configuration not stated)
  FBPA coupling cs = .; Eya2 inh = 7%; USP2a inh = 3%; PKM2 act = .; uPA surface inh = -3%; Giardia kill = 6; KCNH2 WT inh = -5; KCNH2 3.1 inh = ?; B2AR arrestin = 0.2%; GALK inh = .; Chronic BCR inh = ?

> CSCCC(NC(=O)c1ccccc1Br)C(=O)Nc1ccc(C)cc1 (configuration not stated)
  FBPA coupling cs = 0; Eya2 inh = -22%; USP2a inh = -2%; PKM2 act = ?; uPA surface inh = 0%; Giardia kill = 5; KCNH2 WT inh = -1; KCNH2 3.1 inh = -9; B2AR arrestin = -0.5%; GALK inh = 2%; Chronic BCR inh = 1%

# Following part
SMILES	FBPA coupling cs	Eya2 inh	USP2a inh	PKM2 act	uPA surface inh	Giardia kill	KCNH2 WT inh	KCNH2 3.1 inh	B2AR arrestin	GALK inh	Chronic BCR inh
COc1cccc(/C=N/n2c(-c3n[nH]c4c3CCC4)n[nH]c2=S)c1OC	-2	10%	1%	-5%	-4%	4	-4	-5	-0.2%	-3%	11%
Cc1ccc(C)c(N2CCN(CCCNC(=O)CCC(=O)N3CCOc4ccc(Cl)cc43)CC2)c1	.	-3%	4%	.	.	.	.	.	0.0%	-9%	?
Cc1c(Cl)c(-c2n[nH]c(=S)n2CC(C)C)nn1C	-3	-2%	2%	12%	2%	8	-8	11	-0.8%	.	-1%
O=C1CC(c2ccncc2)c2cc3c(cc2N1)OCCO3 (configuration not stated)	4	-1%	-1%	3%	-9%	-2	-3	-3	0.1%	0%	5%
NC(N)=NS(=O)(=O)c1ccc(N/C=C\C(=O)c2ccncc2)cc1	4	-8%	2%	21%	-2%	8	16	9	-0.8%	2%	30%
Cc1ccc(N2CC(C(=O)N3CCCCC3)CC2=O)cc1C (configuration not stated)	.	-2%	3%	.	2%	9	-13	4	-0.4%	-4%	-5%
COC(=O)c1ccccc1NC(=O)C1CC(=O)N(C2CCCCC2)C1 (configuration not stated)	3	-11%	-3%	15%	.	5	7	2	-0.3%	2%	0%
Clc1ccc(SCCOCCN2CCCCC2)cc1	-4	-6%	0%	0%	-1%	14	14	-11	-0.9%	4%	2%
COCCCNC(=O)c1sc2ncn(CC(=O)Nc3ccc(C)c(Cl)c3)c(=O)c2c1C	0	-10%	-1%	3%	-6%	4	19	7	-0.8%	11%	-5%
COC(CNC(=O)c1ccc2c(c1)ncn2-c1ccc(F)cc1F)OC	4	6%	-5%	-6%	-1%	13	10	.	0.3%	0%	0%
Cc1ccccc1C(=O)Nc1cccc(C#N)c1	4	-2%	0%	-18%	.	-9	3	-18	-0.5%	1%	-7%
COc1cccc(NC(=O)CN(C)C(=O)c2cc(C)oc2C)c1	.	2%	1%	.	6%	2	-14	-5	0.0%	.	-2%
CC(=O)c1ccc(NC(=O)CN2C(=O)/C(=C/C(C)=C/c3ccccc3)SC2=S)cc1	-2	1%	1%	-3%	6%	-8	0	-1	0.0%	1%	?
CCCCn1c(N)c(N(CC(C)C)C(=O)C2CCN(S(=O)(=O)c3ccc(C)cc3C)CC2)c(=O)[nH]c1=O	.	12%	1%	.	4%	-7	-8	9	-1.4%	.	?
Cc1cc(NC(=O)CN2CC(C)OC(C)C2)n(-c2nc3ccccc3s2)n1 (configuration not stated)	0	2%	0%	3%	-6%	4	-12	0	0.0%	0%	-2%
COc1ccc(CCNC(=O)c2ccc(NC(=O)CC3SC(N4CCCC4)=NC3=O)cc2)cc1 (configuration not stated)	.	22%	1%	.	-1%	1	0	11	-0.4%	.	2%
CN(C)C1(CN=Cc2cc(Cl)cc([N+](=O)[O-])c2O)CCCCC1	1	-6%	-1%	0%	-5%	-20	3	19	0.4%	16%	0%
CCCCn1c(N)c(N(CC(C)C)C(=O)c2ccc(S(=O)(=O)N3CCCCCC3)cc2)c(=O)[nH]c1=O	.	-27%	1%	.	0%	-13	2	4	-0.7%	.	0%
